# Compound activity: PubChem, several laboratories
# AGP1 TOR yeast = modulators of AGP1-GFP expression in yeast TOR pathway, primary screen, cell-based, multiplex flow cytometry, S. cerevisiae, MLPCN library; 3 h; GFP as percent of DMSO wells; AID 2066, 2009; GFP response vs DMSO, % at 10 µM; actives 0.02% (n = 320,000);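 active means GFP response relative to DMSO above a set limit, near screen average plus 3 SD, cut at about 150% in these data; inconclusive means fewer than 70 cells counted for the yeast strain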;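 further: median GFP channel fluorescence of the gated AGP1 strain per well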
# CIT2 TOR yeast = modulators of CIT2-GFP expression in yeast, primary screen, S. cerevisiae, GFP fusion, multiplex flow cytometry, MLPCN library; S. cerevisiae CIT2-GFP strain, 3 h; 100 means same as DMSO wells; GFP response vs DMSO, % at 10 µM; actives 0.065% (n = 320,000);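 active means GFP response relative to DMSO above a set limit, near the screen mean plus 3 SD, cut at about 150% in these data; inconclusive means Fewer than 70 cells measured for a yeast strain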;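 further: ratio of well median GFP fluorescence to mean of DMSO wells on the plate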
# Yeast superoxide = reduction of superoxide in aged yeast, primary screen, HTS; superoxide response (% of plate mean), % at 10 µM; AID 2690, 2010; actives 0.18% (n = 330,000); S. cerevisiae aged cells, superoxide DHE fluorescence; hits give low values;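 active means superoxide response under a set limit, about three screen SD below normal, cut at about 65% in these data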;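 further: yeast aged for seven days with compound at 30 °C before DHE staining; 100% = average MFI of all compound-treated wells on the plate with controls excluded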
# LAP4 TOR yeast = modulators of LAP4-GFP expression in yeast, primary screen, S. cerevisiae, multiplex flow cytometry, MLPCN library | actives 0.34% (n = 320,000) | GFP response vs DMSO, % at 10 µM | 3 h; median GFP as percent of DMSO wells;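 active means GFP response vs DMSO above a set limit, about the screen mean plus 3 SD, cut at about 150% in these data; inconclusive means under 70 cell events counted for the yeast strain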
# RPL19A TOR yeast = RPL19A-GFP expression modulators in yeast, primary screen, cell-based, S. cerevisiae, multiplex flow cytometry, MLPCN; S. cerevisiae RPL19A-GFP strain, 3 h; hits give low values; percent response vs DMSO, % at 10 µM; actives 0.3% (n = 330,000);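 active means percent response vs DMSO below 50%; inconclusive means fewer than 70 events counted for the yeast strain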;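 further: median channel GFP fluorescence of the barcoded RPL19A-GFP strain; ratio of sample median GFP to plate DMSO average so 100% = DMSO; lower means less RPL19A-GFP as with rapamycin TOR inhibition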
# MEP2 TOR yeast = modulators of MEP2-GFP levels in yeast, primary screen, S. cerevisiae, multiplex flow cytometry, MLPCN library | S. cerevisiae MEP2-GFP strain, 3 h; 100% = DMSO control level | GFP response vs DMSO, % at 10 µM | actives 0.51% (n = 330,000) | AID 2016, 2009;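 active means GFP response versus DMSO above a set limit, roughly screen mean plus 3 SD, cut at about 180% in these data; inconclusive means fewer than 70 cells counted for a yeast strain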;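 further: median GFP fluorescence of the barcode-gated MEP2-GFP cells per well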
# Efflux pump mplx = inhibitors of Candida efflux pumps in yeast, primary screen, S. cerevisiae, Nile Red, multiplex; inhibition, % at 10 µM; S. cerevisiae Candida pump triplex; AID 485275, 2010; actives 0.44% (n = 330,000);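 active means plate passing quality check with inhibition over a set limit, or well fluorescence over plate mean plus 4 SD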;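 further: Nile Red retained in pooled yeast measured as flow cytometry median fluorescence; 0% = buffer negative control and 100% = Enniatin B positive control; higher means more Nile Red kept so more efflux inhibition; some compounds called inactive have numbers as strong as hits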
# AHR act = AHR activators, primary screen, cell-based, luminescence, luciferase reporter, human | AHR-responsive luciferase reporter cells | Aryl hydrocarbon receptor (Homo sapiens), P35869 | actives 2.5% (n = 320,000) | activation, % at 5 µM | AID 2796, 2010; in the data active means activation above about 47%;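 further: 0% = vehicle wells and 100% = reference agonist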
# Target sequence (P35869 whole entry, looked up): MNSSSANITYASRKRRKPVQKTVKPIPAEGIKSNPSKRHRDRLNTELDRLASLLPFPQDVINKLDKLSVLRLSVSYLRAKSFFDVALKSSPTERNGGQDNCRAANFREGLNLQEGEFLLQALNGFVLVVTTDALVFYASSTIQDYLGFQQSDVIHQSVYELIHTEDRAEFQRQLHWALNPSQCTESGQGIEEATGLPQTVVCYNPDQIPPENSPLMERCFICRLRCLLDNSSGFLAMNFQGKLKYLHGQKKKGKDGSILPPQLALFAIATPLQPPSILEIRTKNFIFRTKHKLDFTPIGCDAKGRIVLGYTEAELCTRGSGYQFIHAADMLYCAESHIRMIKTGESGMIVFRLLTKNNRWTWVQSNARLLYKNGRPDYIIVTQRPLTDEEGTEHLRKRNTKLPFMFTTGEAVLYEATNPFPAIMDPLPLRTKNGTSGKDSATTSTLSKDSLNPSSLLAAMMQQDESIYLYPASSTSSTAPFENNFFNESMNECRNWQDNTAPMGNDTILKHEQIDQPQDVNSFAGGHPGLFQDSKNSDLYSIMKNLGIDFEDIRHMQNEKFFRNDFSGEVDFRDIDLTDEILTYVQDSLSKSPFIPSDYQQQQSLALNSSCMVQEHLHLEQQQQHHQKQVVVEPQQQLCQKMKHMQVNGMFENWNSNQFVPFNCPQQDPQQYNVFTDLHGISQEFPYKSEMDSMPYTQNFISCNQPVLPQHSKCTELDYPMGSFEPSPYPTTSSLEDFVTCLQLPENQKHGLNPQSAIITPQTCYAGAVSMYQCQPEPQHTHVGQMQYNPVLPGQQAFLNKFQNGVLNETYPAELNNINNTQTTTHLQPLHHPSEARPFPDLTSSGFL
# The depositor's hits bear a star; ? = inconclusive; / = not tested or not shown; [ ] = dose if it differs, or a comment. Outcome played no part in choosing rows; 3.9% or so of the library scored in one or more.
SMILES,AGP1 TOR yeast,CIT2 TOR yeast,Yeast superoxide,LAP4 TOR yeast,RPL19A TOR yeast,MEP2 TOR yeast,Efflux pump mplx,AHR act
O=C(COC(=O)c1ccc(Br)o1)Nc1ccc(S(=O)(=O)N2CCCC2)cc1,104,103,101,93,99,103,0.3,2
COc1ccc(-c2nc3ccccn3c2Cl)cc1,88,93,115,92,100,98,-0.3,41
C[C@H](NC(=O)c1nc[nH]c1C(=O)N[C@@H](Cc1ccccc1)C(=O)OCc1ccccc1)c1ccccc1,86,97,92,102,99,86,-0.1,2
COC(C(=O)Nc1ccnn1C1CCN(Cc2ccc(C)s2)CC1)c1ccccc1 (stereo not drawn),92,/,100,76,94,81,0.0,1
O=C(O)C1CCC(CNCc2ccncc2)CC1 (stereo not drawn),102,103,96,95,106,108,-0.1,2
CSCCC(NC(=O)c1ccco1)C(=O)NCc1ccc(F)cc1 (stereo not drawn),98,103,103,99,96,105,-0.1,1
O=C(CSc1nccc(=O)[nH]1)Nc1cccc(S(=O)(=O)N2CCOCC2)c1,110,104,97,105,103,101,0.0,1
COc1ccc(C(=O)NC2CCc3ccccc32)cc1OC1CCN(C(C)=O)CC1 (stereo not drawn),100,101,102,97,106,107,-0.1,1
Cc1cc(Cl)ccc1C(=O)C1CCCN(C(=O)c2cncs2)C1 (stereo not drawn),102,109,128,105,100,98,-0.1,29
O=C(NC1CCCC1)C(c1ccccn1)N(Cc1ccc(F)cc1)C(=O)c1csnn1 (stereo not drawn),104,101,80,109,104,108,-0.1,-1
O=C1COCCOCCOCC(=O)NCCN1,116,101,95,117,105,98,-0.1,0
Cc1ccc(Cn2nnc3c(=O)n(CC(=O)c4ccccc4)cnc32)cc1,96,96,112,106,96,100,-0.2,0

# Reprinted from the listing for reference:
SMILES,AGP1 TOR yeast,CIT2 TOR yeast,Yeast superoxide,LAP4 TOR yeast,RPL19A TOR yeast,MEP2 TOR yeast,Efflux pump mplx,AHR act
O=C(COC(=O)c1ccc(Br)o1)Nc1ccc(S(=O)(=O)N2CCCC2)cc1,104,103,101,93,99,103,0.3,2
COc1ccc(-c2nc3ccccn3c2Cl)cc1,88,93,115,92,100,98,-0.3,41
C[C@H](NC(=O)c1nc[nH]c1C(=O)N[C@@H](Cc1ccccc1)C(=O)OCc1ccccc1)c1ccccc1,86,97,92,102,99,86,-0.1,2

# Additional records follow.
SMILES,AGP1 TOR yeast,CIT2 TOR yeast,Yeast superoxide,LAP4 TOR yeast,RPL19A TOR yeast,MEP2 TOR yeast,Efflux pump mplx,AHR act
O=C(O)c1ccccc1-c1ccccc1C(=O)Nc1ccc2c(c1)CCC2,95,93,98,100,98,104,0.0,1
O=C(Nc1ccc(OCC(=O)N2CCOCC2)cc1)Nc1cccc(Cl)c1,107,98,108,107,101,104,0.1,3
COc1ccc(N=c2oc3cc(O)ccc3cc2C(=O)NCC2CCCO2)c(OC)c1 (stereo not drawn),?,?,103,82[may fluoresce violet],43*[may fluoresce violet],348*[may fluoresce violet],-0.1,-13
COc1ccc(NC(=O)Cn2nc(C)c([N+](=O)[O-])c2C)cn1,115,126,93,102,100,103,0.0,2
COC(=O)C1=C(C)n2cnnc2NC1c1ccc(Cl)cc1 (stereo not drawn),110,113,96,117,100,112,-0.2,-6
Cn1c(=O)c2c(ncn2CC(=O)OCC(=O)NC2CCCc3ccccc32)n(C)c1=O (stereo not drawn),99,95,93,99,104,108,0.1,0
CC(=O)Oc1ccc(C(=O)Nc2ccc(S(=O)(=O)NCC3CCCO3)cc2)cc1 (stereo not drawn),101,103,77,94,102,104,-0.1,-3
CC(CCN1CCN(c2ccccc2)CC1)c1ccccc1 (stereo not drawn),97,104,101,100,102,104,0.1,/
CCOC(=O)C1C(=O)C=C(N2CCOCC2)CC1c1cccc(OC)c1 (stereo not drawn),98,96,96,95,97,103,-0.1,1
CCN(CC)CCNC(=S)Nc1ccc2nc(N3CCN(C)CC3)cc(C)c2c1,92,100,96,80,98,97,-0.1,1
Cc1cc(/C=N/n2cnnc2)c(C)n1-c1ccc(C(=O)O)cc1,105,100,83,101,100,103,-0.1,0
COc1cccc(NC(=O)Nc2ccncc2)c1,111,103,93,100,107,113,-0.4,22
COC(=O)[C@@]12CCCCN1[C@H](c1ccc(-c3ccc4c(c3)OCO4)cc1)[C@H]1C(=O)N(C)C(=O)[C@H]12,113,110,85,101,107,102,-0.2,-1
CCOc1ccc(Nc2ncnc3ccc([N+](=O)[O-])cc23)cc1,85,96,87,95,84,95,-0.4,50*
COc1ccccc1C(C)NCC(=O)NCC(=O)Nc1ccc(F)c(F)c1F (stereo not drawn),104,106,103,102,98,98,-0.1,3
CCc1ccc(-c2nc(CS(=O)CC(=O)NCCCN3CCC(C)CC3)c(C)o2)cc1 (stereo not drawn),98,106,107,100,99,104,0.0,3
O=C(C1CCN(S(=O)(=O)c2cccc3cccnc23)CC1)N1CCN(C2CCCCC2)CC1,99,118,107,83,105,99,-0.1,0
COC(=O)c1onc(C(=O)c2ccccc2)c1C(=O)OC,79[may fluoresce red],94[may fluoresce red],87,85[may fluoresce red],?,104[may fluoresce red],-0.2,1
CCc1ccc(NC(=O)c2cc(Br)ccc2Br)cc1,102,107,98,108,99,108,0.0,14
CN(C)CCn1nnc2c(=O)oc3ccccc3c21,100,101,96,94,108,95,0.1,-2
COc1ccc(C(=O)Nc2cc(=O)[nH]c3ncnn23)cc1,100,74,110,92,95,93,0.0,6
Cc1nn(Cc2ccccc2)c(C)c1C(=O)NCCCN1CCCC1=O,97,101,103,100,94,99,-0.1,3
Cc1nn(C)c(C)c1S(=O)(=O)N1CCc2ccccc21,108,103,86,120,100,108,-0.1,9
O=C(NNC(=S)Nc1ccc(F)cc1)c1cccc([N+](=O)[O-])c1,113,107,110,118,105,104,-0.2,5
C=CCc1ccc(OC)c(OC)c1,100,98,132,109,102,98,0.1,0
COc1ccccc1/C=C1\SC(=S)N(CCC(=O)Nc2cc(C)on2)C1=O,94,96,119,87,102,103,-0.1,-4
CCc1nc(C)c(C(=O)N2CCCC(C(=O)Nc3cccc(-c4cccc(C)c4)c3)C2)o1 (stereo not drawn),93,91,101,97,95,100,0.0,7
Cc1cccc(NC(=O)c2ccc3c(c2)CCN3S(C)(=O)=O)c1C,92,99,96,81,101,105,-0.1,1
CS(=O)(=O)c1ccc(C(=O)N2CCc3ccccc3C2)cc1,109,99,104,110,100,117,0.0,2
Cn1c(=O)cc(OCC(=O)NC2CCCCC2)c2ccccc21,91,111,116,83,102,105,0.0,9
CCCNC(C)(C)COC(=O)c1ccccc1,88,105,105,99,97,90,0.0,0
Cc1ccc(N=C2C(=O)Nc3ccc(C)c(Br)c32)cc1,99,96,100,95,102,94,0.2,11
Cc1cc(C(=O)NCC(=O)OCC(=O)NCCc2ccccc2)ccc1[N+](=O)[O-],102,103,96,105,98,100,0.1,-1
CC(NC(=O)CCNC(=O)c1ccco1)c1ccc(F)cc1 (stereo not drawn),83,84,93,84,95,95,0.1,3
O=C(Nc1cccc(S(=O)(=O)Nc2ccc(SC(F)F)cc2)c1)C1CCC1,95,98,110,92,96,98,0.2,0
O=Nc1c(O)n(Cc2cccc(C(F)(F)F)c2)c2ccccc12,99,108,115,98,103,106,0.1,1
COC(=O)c1ccccc1NC(=O)C12CCC(C)(C(=O)O1)C2(C)C (stereo not drawn),107,103,101,108,105,105,0.0,2
COc1cccc(-c2nc(CSCC(=O)NCC3CCCO3)c(C)o2)c1 (stereo not drawn),104,101,107,92,98,93,0.1,-1
NC1=NC[C@@H](Cc2ccc(O)cc2)N1CCc1cc(C(F)(F)F)cc(C(F)(F)F)c1,90,126,110,136,99,95,-0.1,2
COc1cc(C(=O)NCc2ccccn2)ccc1OCc1c(C)noc1C,98,89,108,95,100,93,0.0,-2
Cc1ccc(C)c(S(=O)(=O)N2CCN(c3ncnc4sccc34)CC2)c1,90,71,95,115,87,92,0.1,0
COc1ccc(/C=N/NC(=O)c2nonc2C)cc1,89,84,115,94,92,97,0.2,19
CCN(CC)C(=O)CSc1nc2c(sc(=S)n2-c2ccc(C)cc2C)c(=O)[nH]1,98,104,92,91,102,103,0.4,1
CCn1cc(C(=O)O)c(=O)c2cc(F)c(N3CCN(C(=S)NC(=O)c4ccccc4Cl)CC3)cc21,100,97,116,98,96,100,0.0,0
CCn1nc(C)c(CN2CCC(n3nccc3NC(=O)c3ccccc3OC)CC2)c1C,96,99,102,82,109,99,0.1,3
C/C(CC(=O)N(C(C)C)C(C)C)=N\NC(=O)COc1ccc(Cl)cc1Cl,95,88,113,99,95,88,0.4,2
CC(C)(C)NC(=O)C(c1ccco1)N(C(=O)Cn1nnc(-c2ccc(F)cc2)n1)c1ccccc1F (stereo not drawn),108,103,107,96,99,110,0.3,2
COc1cccc(CNC(=O)c2cc(S(=O)(=O)N3CCOCC3)ccc2N2CCCC2)c1,91,87,104,94,91,93,0.2,0
Fc1ccccc1N1CCN(c2ncnc3nc[nH]c23)CC1,104,99,97,108,98,105,-0.1,-3
COc1ccc(C(=O)Nc2ccc(C(=O)NCC3CCCO3)cc2)c(OC)c1OC (stereo not drawn),100,101,87,94,105,112,0.0,0
O=C(CSc1n[nH]c(=O)n1-c1cccnc1)Nc1ccccc1,113[may fluoresce green],144[may fluoresce green],103,106[may fluoresce green],95[may fluoresce green],114[may fluoresce green],0.0,10
O=C(c1ccc(F)cc1)N1CCC(N2CCOCC2)CC1,107,102,84,105,104,117,-0.1,5
CCN1C(=NCCN2CCOCC2)N[C@@H](c2ccccc2)C(C(=O)OC)=C1C,78,68,97,110,94,95,0.1,1
Cc1cc(=O)oc2c(CN(C)Cc3ccccc3)c(O)ccc12,101,112,126,103,99,114,-0.1,-2
CCOCCCNC(=O)C(c1ccc(OC)cc1)N(Cc1ccc2c(c1)OCO2)C(=O)c1ccccn1 (stereo not drawn),113,101,86,106,112,104,-0.1,0
Cc1cccc(NC(=O)c2cc(S(=O)(=O)N3CCC4(CC3)OCCO4)ccc2F)c1,103,97,85,91,99,98,0.0,5
COc1cc(/C=C/C(=O)OCC(=O)Nc2ccccc2Cl)cc(OC)c1OC,98,83,91,96,93,94,0.9,12
CCOC(=O)Cc1csc(SCC(=O)NC2CCC(C)CC2)n1 (stereo not drawn),99,98,114,98,103,103,0.2,1
CCCCCC#CCC#CCC#CCC#CCCCC(=O)O,86,114,117,106,100,96,0.0,-2
C=CCn1c(SCC(=O)Nc2cccc(C(=O)OC)c2)nnc1C(C)NC(=O)c1cccs1 (stereo not drawn),96,102,83,100,98,101,0.1,7
# (listing goes on)
SMILES,AGP1 TOR yeast,CIT2 TOR yeast,Yeast superoxide,LAP4 TOR yeast,RPL19A TOR yeast,MEP2 TOR yeast,Efflux pump mplx,AHR act
COC1=CC(=Cc2c(N)n3nc(CC(=O)N4CCOCC4)sc3nc2=O)C=C(OC)C1=O,99,107,97,106,100,125,-0.3,-1
CS(=O)(=O)Nc1ccc(C(=O)Nc2ccc3c(c2)OCCO3)cc1,100,97,140,97,101,105,9.0*,8
O=C(COC(=O)C1CCN(S(=O)(=O)c2ccc3c(c2)OCCO3)CC1)NC1CCS(=O)(=O)C1 (stereo not drawn),103,104,101,100,103,103,0.3,-3
S=c1[nH]nc(COc2ccccc2)n1/N=C/c1ccc(Cl)c(Cl)c1,104,101,108,107,91,99,0.1,2
CCOc1ccc(NC(=O)CN(C)C(=O)CC2CC3CCC2C3)cc1OCC (stereo not drawn),100,99,93,99,97,107,0.1,2
